ER stress rescue: protection against thapsigargin-triggered cell killing – 384-well, CSM14.1, ATP luminescence, primary screen (AID 1222); one-dose cellular ATP content (survival), % at 20 µM; EC50 in µM for titrated hits; CSM14.1 thapsigargin-induced death rescue, ATP luminescence; higher % means a stronger effect; 190,000 tested, under 10 active;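 active means EC50 below 50 µM in the dose-response confirmation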;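 further: death triggered by thapsigargin at about 15 µM added after 2 h compound pretreatment; cell ATP read after overnight thapsigargin exposure of roughly 18 to 22 hours; normalized against plate controls of thapsigargin alone and 5% DMSO vehicle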
RSV CPE inhibition: RSV antiviral activity via CPE protection, HEp-2 cells, primary 10 µM value included (AID 2391). HEp-2 cells, RSV-induced CPE inhibition; higher % means a stronger effect. CPE inhibition, % at 10 µM, or IC50 in µM where a hit was titrated. actives 0.13% (n = 310,000); in the data active means a potency from the dose series; inconclusive means CPE inhibition mostly from about 23% at the one dose, without a potency; inactive means the rest, 99 in 100 with CPE inhibition below about 21%; further: strong numbers were not always called active
Large T inhibition: SV40 large T antigen inhibitors, biochemical (AID 1903). SV40 large T antigen ATPase/helicase inhibition assay; higher % means a stronger effect. one-dose inhibition, % at 20 µM; IC50 in µM for titrated hits. actives 0.39% (n = 310,000); in the data active means a potency from the dose series; inconclusive means inhibition mostly from about 32% at the one dose, without a potency; inactive means the rest, 99 in 100 with inhibition below about 32%; further: strong numbers were not always called active
human PMI inhibitors: human PMI inhibitors, high substrate, primary screen, biochemical, fluorescence intensity, high mannose 6-phosphate (AID 1220) | recombinant PMI enzyme, coupled fluorescence intensity; higher % means a stronger effect | actives 0.66% (n = 190,000) | one-dose inhibition, % at 20 µM; IC50 in µM for titrated hits
human PMI inhibition: inhibitors of human PMI, primary screen, biochemical, fluorescence intensity, coupled assay (AID 1209); actives 0.42% (n = 190,000); purified PMI enzyme, coupled fluorescence intensity; higher % means a stronger effect; one-dose inhibition, % at 20 µM; IC50 in µM for titrated hits;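 further: plate controls were DMSO vehicle for no effect and wells lacking substrate for full effect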
West Nile virus CPE: inhibition of WNV-induced cytopathic effect – cell-based, CPE readout (AID 1621); West Nile virus-infected cells, CPE inhibition; higher % means a stronger effect; one-dose CPE inhibition, % at 10 µM; IC50 in µM for titrated hits; actives 0.02% (n = 290,000); in the data active means a potency from the dose series; inconclusive means CPE inhibition mostly from about 3.7% at the one dose, without a potency; inactive means the rest, 99 in 100 with CPE inhibition below about 2.2%; further: strong numbers were not always called active
TNAP activation fold: stimulation of alkaline phosphatase TNAP activity – biochemical, luminescent, no phosphate acceptor, uHTS, primary screen (AID 1001). purified TNAP, luminescent activation assay, no phosphate acceptor; higher activation fold means a stronger effect. one-dose activation fold at 20 µM; EC50 in µM for titrated hits. actives 0.03% (n = 200,000); in the data active means activation fold from about 3, or a potency from the dose series; inactive means the rest, 99 in 100 with activation fold below about 1.6; further: many of its hits are not listed in these tables
Ins promoter up: MIN6 insulin promoter up-regulation | z-score at 5 µM | actives 0.3% (n = 190,000) | MIN6 insulin promoter-GFP reporter, high-content imaging; hits give high values;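 active means z-score above 3 at 5 µM with at least 500 cells counted in the well; inconclusive means wells under 500 cells, flagged as cytotoxic or low count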
PhoP inhibition: PhoP-dependent GFP reporter repression – Salmonella Typhimurium, primary screen (AID 1863); S. Typhimurium PhoP-regulated promoter GFP reporter, 4 h; higher % means a stronger effect; inhibition, % at 50 µM; hits with a dose series show IC50 in µM; actives 0.16% (n = 300,000);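 active means inhibition over 29.93%, a cutoff 3 SD above the screen mean, later confirmed by dose response; inconclusive means inhibition over 29.93% but no dose response follow-up; inactive means inhibition at most 29.93% or unconfirmed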;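 further: 0% = low Mg2+ inducing control and 100% = high Mg2+ repressing control; strong numbers were not always called active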
Ins promoter up cell count: also measured in Ins promoter up; calls as there; cell count; measured here: cytotoxicity, nuclei count;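 total cells summed across four imaged fields per well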
Numbers without * were called inactive; ? = inconclusive; nt = not tested or not shown. Unless noted, no stated cut-off is given here; in the data, active means inhibition above about 50%; inactive means the rest. Random draw from the library; 1.5% or so of the library scored in one or more.

SMILES	ER stress rescue	RSV CPE inhibition	Large T inhibition	human PMI inhibitors	human PMI inhibition	West Nile virus CPE	TNAP activation fold	Ins promoter up	Ins promoter up cell count	PhoP inhibition
CN(C)C(CNC(=O)c1ccc(S(=O)(=O)NCc2ccco2)cc1)c1ccccc1 (centres undefined)	24%	1.6%	1%	-4%	-15%	-1.0%	0.9	0.21	1402	-7%
Cc1ccc(-c2nc3ncccn3c2Nc2ccc3c(c2)OCCO3)cc1	-0.6%	0.7%	1%	4%	2%	-0.1%	1	-1.8	937	4%
CCNC(=S)N1CCNC(=O)C1CC(=O)OC (centres undefined)	-2.2%	1.1%	5%	-9%	1%	0.1%	0.9	nt	nt	0%
Cc1cccc(NC(=O)c2nc[nH]c2C(=O)N[C@@H](Cc2ccccc2)C(=O)OC(C)(C)C)c1	nt	-5.4%	5%	nt	nt	1.9%	nt	-1.1	1071	-1%
Cc1occc1C(=O)NNC(=O)Nc1ccc(Cl)c(Cl)c1	-3.7%	4.2%	10%	-8%	-2%	-1.1%	1.2	-0.16	1466	-1%
Cc1ccc(NC(=O)COC(=O)c2cc(C)nc3ccccc23)c([N+](=O)[O-])c1	2.9%	1.0%	4%	14%	7%	1.0%	1	0.43	1496	13%
CN1C(=O)CC(N2CCN(C(=O)CN3CCCC3)CC2)C1=O (centres undefined)	-1.9%	-0.5%	-3%	0%	4%	-0.1%	1	-0.11	1272	-2%
COc1ccc(-c2nc(CSCC(=O)NCc3ccco3)c(C)o2)cc1	2.9%	1.4%	10%	12%	11%	-0.3%	1.1	nt	nt	1%
Nc1nonc1-n1nnc(C(=O)N/N=C\c2cccc(Cl)c2)c1CN1CCOCC1	nt	1.5%	3%	nt	nt	0.1%	nt	nt	nt	6%
CCCOc1ccc(N2CC(C(=O)Nc3ccc4c(c3)OCO4)CC2=O)cc1 (centres undefined)	0.4%	-0.2%	21%	-18%	-20%	-0.6%	1.1	0.67	1325	6%
NC1=NC[C@H](Cc2ccc(O)cc2)N1CCCCC1CCCCC1	nt	-0.8%	30%	nt	nt	1.8%	nt	-3	650	57µM*
O=S(=O)(Nc1nc2ccccc2[nH]1)c1ccc(Cl)cc1	-2.2%	1.9%	0%	8%	0%	0.5%	1	-0.65	1345	-10%
COc1ccc(OC)c(S(=O)(=O)N2CCC(C(=O)NC(C)c3ccccc3)CC2)c1 (centres undefined)	0.6%	-0.5%	-6%	-2%	4%	-0.7%	1.2	-0.33	1374	-10%
CCOC(=O)C1=C(CC)Nc2ccccc2N=C1NC(=O)c1ccc(S(=O)(=O)N2CCCC2)cc1	0.8%	11%	8%	0%	-1%	-0.5%	1	0.33	1303	-3%
COc1cc(O)ccc1C(=O)CCc1ccc(O)cc1	nt	3.1%	13µM*	nt	nt	1.8%	nt	nt	nt	-3%
O=C(Cn1cc(C(=O)C2CC2)c2ccccc21)NCc1ccc2c(c1)OCO2	-0.6%	2.0%	10%	4%	5%	-0.5%	1.1	0.07	1569	-3%
CSc1n[nH]c(NC(C)=O)n1	-0.3%	0.1%	15%	-14%	-12%	1.5%	0.5	1.2	1721	9%
CC1(C)C(=O)Nc2ccccc2N1C(=O)Cn1ncc(Cl)c(Cl)c1=O	nt	6.1%	20%	nt	nt	-1.3%	nt	-2.2	630	2%
C(=N\N(c1ccccc1)c1ccccc1)/c1ccc(N2CCOCC2)s1	0.4%	14%	6%	14%	6%	0.0%	1	-0.05	1355	-5%
COc1ccc(C(=O)NCc2cc(C(C)C)no2)cc1OC1CCN(C(C)C)CC1	nt	-2.1%	9%	nt	nt	-0.8%	nt	nt	nt	1%
Cc1ccc2nc3sc(-c4nnc(-c5ccccc5[N+](=O)[O-])o4)c(N)c3cc2c1	-1.6%	nt	7%	0%	6%	nt	1	0.34	1710	-8%
Cc1nnc(NC(=O)CSc2ccc3nnc(-c4cccnc4)n3n2)s1	-0.2%	0.7%	4%	-10%	-18%	0.3%	1	-0.12	1194	-12%
CCCN1CCN(C(=O)Nc2ccc(C(=O)OCC)cc2)CC1	4.3%	-1.0%	5%	1%	8%	-0.7%	1.1	-0.02	929	-1%
O=[N+]([O-])c1cc(S(=O)(=O)NCCN2CCOCC2)ccc1Sc1nnnn1-c1ccccc1	0.9%	4.9%	0%	7%	-5%	-2.4%	1.1	0.41	1109	1%
O=C(O)c1ccc2c(c1)C(=O)N(Cc1ccccc1)C2=O	nt	1.9%	-3%	9%	9%	0.6%	1.1	0.32	1248	5%
Continuation:
SMILES	ER stress rescue	RSV CPE inhibition	Large T inhibition	human PMI inhibitors	human PMI inhibition	West Nile virus CPE	TNAP activation fold	Ins promoter up	Ins promoter up cell count	PhoP inhibition
COc1cccc(OCC(=O)N(C)Cc2nc(-c3ccccc3)no2)c1	nt	1.8%	4%	nt	nt	-0.6%	nt	nt	nt	0%
COC(=O)N[C@H](CC(C)=O)c1ccccc1	-4.3%	1.3%	3%	-2%	-5%	0.3%	1.1	0.79	1090	0%
COc1cccc(NC(=O)COC(=O)c2cccnc2)c1	5.4%	-0.4%	1%	-10%	6%	1.4%	1.1	0.38	1089	3%
Cc1ccc(OCc2cc(C(=O)NCC3COCCO3)no2)cc1C (centres undefined)	nt	0.5%	-4%	nt	nt	-0.9%	nt	nt	nt	4%
Cc1nc2cc(NC(=O)N3c4ccccc4CC3C)ccc2o1 (centres undefined)	-5.1%	0.0%	13%	10%	13%	0.0%	1.1	0.19	1401	-3%
O=C(CSc1ccccc1)N1CCN(S(=O)(=O)c2cccs2)CC1	nt	1.0%	-3%	nt	nt	-0.5%	nt	nt	nt	-2%
Cc1ccc(OCCSc2ncccn2)c(C)c1	-0.5%	nt	3%	8%	6%	-0.1%	1.1	nt	nt	-7%
Cc1sc2nc(CN3CCOCC3)nc(N3CCOCC3)c2c1C	0.8%	0.9%	8%	6%	18%	0.1%	1	0.37	881	3%
O=C(CSc1nnc(-c2ccc(S(=O)(=O)N3CCCC3)cc2)o1)NCc1ccccc1	-2.1%	4.3%	9%	-23%	-8%	0.2%	1.1	-0.05	1138	1%
Cc1nc(Nc2c(Cl)cccc2Cl)sc1C(=O)Nc1ccccc1	-1.6%	?	13%	-30%	-14%	-0.6%	1.1	-1.3	1124	6%
CC(NC(=O)Cn1nc(C(=O)O)c2ccccc2c1=O)C12CC3CC(CC(C3)C1)C2 (centres undefined)	-0.5%	0.1%	5%	-4%	-6%	-0.5%	0.9	-1.2	1512	-1%
COc1cc(-n2nnnc2SC)c(OC)cc1Cl	-1.0%	2.0%	2%	-4%	-4%	-0.1%	1	0.45	1414	-1%
Cc1noc(C)c1COC(=O)c1cc2ccccc2cc1O	-0.8%	41%	4%	17%	25%	?	1.2	0.27	1284	6%
O=C(O)c1ccc(CN2C(=O)c3ccc(Oc4ccc([N+](=O)[O-])cc4)cc3C2=O)cc1	nt	0.3%	-2%	nt	nt	-0.1%	nt	nt	nt	-4%
COc1ccc(CC(=O)Nc2ccc3c(c2)CCC3)cc1	-2.8%	8.1%	15%	-3%	10%	-0.6%	1.2	-0.53	1509	15%
O=C(CSCc1ccc(Cl)cc1)Nc1ccc(S(=O)(=O)N2CCOCC2)cc1	24%	3.5%	-2%	12%	12%	-0.8%	1	-0.01	1431	-6%
O=C(Nc1ccc(S(=O)(=O)N2CCCC2)cc1)C1CCCN1C(=O)c1cccs1 (centres undefined)	-1.3%	1.8%	7%	10%	-3%	-0.1%	1	2.4	1109	1%
O=C(COc1ccc2c3c(c(=O)oc2c1)CCC3)NCc1ccncc1	nt	0.3%	7%	nt	nt	-0.6%	nt	nt	nt	-3%
CN(C)S(=O)(=O)NC(c1ccccc1)c1ccccc1	nt	0.5%	3%	9%	9%	-0.6%	1.1	-0.13	1221	-5%
Cc1nnc(SCc2ccc3c(c2)OCO3)s1	-0.5%	-0.4%	9%	2%	6%	0.5%	1.1	0.99	629	6%
CCCn1cc([C@@H]2C[C@H]3CN(Cc4cccc(Cl)c4)C(=O)[C@]34CCCN24)c(C)n1	nt	-0.9%	12%	nt	nt	-0.5%	nt	-0.58	1104	7%
O=C1c2ccccc2C(=O)C12OC2c1ccc(Cl)cc1Cl (centres undefined)	0.8%	6.9%	19%	11%	-4%	?	1	0.21	1228	-8%
COc1ccc(N2CCN(C(=O)c3ccc4[nH]c(C)c(C)c4c3)CC2)cc1	nt	2.4%	9%	nt	nt	0.1%	nt	nt	nt	4%
CC(=O)Nc1ccc2c(c1)nc1n2CCN(C2CCCCC2)C1	1.5%	nt	24%	-53%	-59%	0.7%	1.1	-1.7	1445	0%
COc1cc2c(cc1O)CCN(C(=O)c1ccco1)C2C (centres undefined)	-0.1%	2.1%	19%	11%	16%	0.1%	1.1	0.42	895	-2%
CCCCCC(=O)NN=C1CCN(Cc2ccccc2)CC1	-0.4%	0.8%	-3%	-10%	-10%	0.1%	1	-0.12	1210	2%
COc1ccc(C(=S)N2CCNCC2)cc1	-1.7%	0.7%	8%	10%	11%	0.4%	1.1	nt	nt	-12%
Cc1cccc2cc(CN(CC3CCCO3)C(=O)c3cccs3)c(=O)[nH]c12 (centres undefined)	nt	2.0%	11%	nt	nt	0.0%	nt	nt	nt	-14%
O=C(O)CSc1nnc(-c2ccccc2Br)n1-c1cccc(C(F)(F)F)c1	-0.1%	0.5%	10%	-9%	-25%	0.0%	1.1	0.45	1245	4%
Cc1cc(S(=O)(=O)NC(C)C)ccc1OCC(=O)NCc1ccccc1	-1.8%	3.8%	12%	17%	18%	1.3%	1	0.4	1458	3%
